BH1578 lux ind = induces V. cholerae light production without autoinducers; activation, % at 18.7 µM; actives 0.16% (n = 350,000); V. cholerae BH1578 lux reporter, luminescence, 6 h; in the data active means activation mostly above about 9.7%, no sharp cut-off; further: not every result past the cut was called active; inactives centre near 0; reference of the scale not given here
DUSP3 inh = DUSP3 (human) phosphatase inhibition | P51452 | recombinant VHR phosphatase, pNPP absorbance | inhibition, % at 13.3 µM | actives 0.52% (n = 290,000); in the data active means inhibition above about 50%; further: some compounds called inactive have numbers as strong as hits
SARS 3CLpro inh = SARS-CoV 3CLpro protease inhibition; recombinant SARS-CoV 3CLpro, quenched FRET peptide cleavage; actives 0.14% (n = 290,000); inhibition, % at 6 µM; P0C6X7; AID 1706; in the data active means inhibition above about 12%
BoNT A protease = blocks Botulinum neurotoxin A light chain protease; inhibition, % at 10 µM; multiplex microsphere protease substrate cleavage, flow cytometry; actives 0.17% (n = 360,000); further: plate controls were buffer without enzyme for full effect and enzyme alone for no effect
PriA SSB inh = K. pneumoniae PriA-SSBct interaction inhibition; AlphaScreen SSBct-PriA binding, biotinylated peptide; inhibition, % at 33 µM; actives 0.6% (n = 430,000); AID 1272365; in the data active means inhibition mostly above about 37%, no sharp cut-off; inactive means mostly below about 20%;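 further: plate controls were negative control peptide for no effect and reference peptide for full effect; strong numbers were not always called active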
Anthrax LF prot = anthrax lethal factor protease inhibition. actives 0.12% (n = 360,000). P15917. inhibition, % at 10 µM. AID 588501. multiplex microsphere protease cleavage assay, LF; further: plate controls were buffer without enzyme for full effect and enzyme alone for no effect
TcdB inh = blocks C. difficile toxin B glycohydrolase activity | inhibition, % at 9.99 µM | actives 0.24% (n = 350,000) | TcdB glycohydrolase enzymatic assay, plate reader | P18177 | AID 652162; in the data active means inhibition above about 10%
Target sequence (P18177 whole entry, looked up): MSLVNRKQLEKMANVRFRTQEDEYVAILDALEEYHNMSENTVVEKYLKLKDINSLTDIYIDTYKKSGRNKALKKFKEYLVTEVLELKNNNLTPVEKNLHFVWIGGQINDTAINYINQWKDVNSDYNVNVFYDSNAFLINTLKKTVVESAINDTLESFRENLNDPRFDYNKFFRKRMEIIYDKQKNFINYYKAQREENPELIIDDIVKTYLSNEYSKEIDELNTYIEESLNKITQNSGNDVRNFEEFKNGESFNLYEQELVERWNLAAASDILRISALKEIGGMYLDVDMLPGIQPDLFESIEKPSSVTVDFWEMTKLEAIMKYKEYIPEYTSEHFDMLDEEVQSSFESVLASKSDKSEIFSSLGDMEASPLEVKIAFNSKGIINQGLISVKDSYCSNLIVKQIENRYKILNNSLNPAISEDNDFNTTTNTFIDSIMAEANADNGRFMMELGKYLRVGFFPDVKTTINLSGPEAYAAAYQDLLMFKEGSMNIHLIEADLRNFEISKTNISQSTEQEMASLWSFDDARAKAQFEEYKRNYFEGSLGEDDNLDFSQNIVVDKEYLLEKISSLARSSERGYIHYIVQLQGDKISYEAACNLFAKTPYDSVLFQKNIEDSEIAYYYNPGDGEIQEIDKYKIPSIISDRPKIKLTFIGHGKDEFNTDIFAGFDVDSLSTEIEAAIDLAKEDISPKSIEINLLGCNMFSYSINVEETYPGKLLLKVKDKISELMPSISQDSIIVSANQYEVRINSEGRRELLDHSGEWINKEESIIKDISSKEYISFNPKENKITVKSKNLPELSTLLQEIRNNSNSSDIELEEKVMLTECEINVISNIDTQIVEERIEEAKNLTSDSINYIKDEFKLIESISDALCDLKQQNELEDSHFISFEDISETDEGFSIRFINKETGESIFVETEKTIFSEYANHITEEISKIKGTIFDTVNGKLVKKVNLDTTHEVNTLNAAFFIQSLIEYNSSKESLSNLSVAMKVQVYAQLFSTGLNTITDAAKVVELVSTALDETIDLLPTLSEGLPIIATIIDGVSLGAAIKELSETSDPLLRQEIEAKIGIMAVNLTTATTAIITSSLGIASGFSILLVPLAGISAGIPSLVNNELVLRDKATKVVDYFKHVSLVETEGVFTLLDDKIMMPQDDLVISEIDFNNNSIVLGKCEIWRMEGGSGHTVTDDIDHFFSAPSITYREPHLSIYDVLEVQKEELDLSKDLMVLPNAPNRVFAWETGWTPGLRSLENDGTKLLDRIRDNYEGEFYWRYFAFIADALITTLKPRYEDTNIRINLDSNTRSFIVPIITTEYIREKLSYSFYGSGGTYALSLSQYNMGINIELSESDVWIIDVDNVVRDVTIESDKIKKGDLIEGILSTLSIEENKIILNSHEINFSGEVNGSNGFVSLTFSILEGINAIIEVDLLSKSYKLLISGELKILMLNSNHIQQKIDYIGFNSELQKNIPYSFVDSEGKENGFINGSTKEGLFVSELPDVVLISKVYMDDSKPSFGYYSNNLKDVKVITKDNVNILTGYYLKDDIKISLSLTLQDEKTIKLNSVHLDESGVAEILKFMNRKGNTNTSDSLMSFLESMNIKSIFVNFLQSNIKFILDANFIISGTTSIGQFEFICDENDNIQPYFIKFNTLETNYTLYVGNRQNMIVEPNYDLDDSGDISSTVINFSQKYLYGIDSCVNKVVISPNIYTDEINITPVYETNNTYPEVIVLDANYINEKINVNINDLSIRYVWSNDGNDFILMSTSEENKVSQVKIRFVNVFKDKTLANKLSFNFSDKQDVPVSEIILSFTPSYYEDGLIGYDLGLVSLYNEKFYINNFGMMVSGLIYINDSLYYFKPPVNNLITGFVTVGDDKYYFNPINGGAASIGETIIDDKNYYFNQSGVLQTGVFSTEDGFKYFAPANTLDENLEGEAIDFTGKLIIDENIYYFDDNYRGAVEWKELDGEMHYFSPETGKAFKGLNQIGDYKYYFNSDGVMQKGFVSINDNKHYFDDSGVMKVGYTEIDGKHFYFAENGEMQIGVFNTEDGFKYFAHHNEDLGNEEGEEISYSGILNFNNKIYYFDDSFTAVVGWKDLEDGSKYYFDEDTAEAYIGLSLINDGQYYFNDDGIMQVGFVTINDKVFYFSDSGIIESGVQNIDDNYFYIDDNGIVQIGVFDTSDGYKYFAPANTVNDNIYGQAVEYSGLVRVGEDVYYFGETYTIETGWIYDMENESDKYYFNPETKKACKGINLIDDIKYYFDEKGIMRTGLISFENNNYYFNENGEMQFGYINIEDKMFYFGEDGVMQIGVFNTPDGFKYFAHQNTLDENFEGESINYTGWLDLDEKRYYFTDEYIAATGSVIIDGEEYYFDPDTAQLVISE
Y pestis TopoI = Y. pestis Topo-I inhibition via cleavage products; Y. pestis Topo-I cleavage product accumulation, plate reader; actives 0.064% (n = 360,000); AID 504884; activity, % at 10 µM; in the data active means activity above about 50%, passing the limit was not always enough; further: inactives centre near 2
CCHF vOTU inh = CCHFV vOTU protease inhibition. Pep-AMC fluorescence. inhibition, % at 11.5 µM. actives 0.55% (n = 370,000); in the data active means inhibition above about 30%; further: 0% = vehicle wells with enzyme and 100% = no enzyme wells
PfHsp40 yeast = rescue of PfHsp40-mediated yeast toxicity. S. cerevisiae expressing PfHsp40, growth rescue, ATP luminescence. growth rescue, % at 12.5 µM. actives 0.68% (n = 340,000); in the data active means growth rescue above about 28%, passing the limit was not always enough;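 further: yeast W303a lacking pdr1 and pdr3 grown in galactose medium; growth measured after three days at 30 °C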
Numbers without * were called inactive; i = inactive; x = not tested or not shown; & = joins results of further samples. Unless noted, no stated cut-off is given here; in the data, active means inhibition above about 30%; inconclusive means no clear call, values can overlap the other calls; inactive means below that. Only part of the results is shown, so the mix of outcomes need not match the whole.

SMILES | BH1578 lux ind | DUSP3 inh | SARS 3CLpro inh | BoNT A protease | PriA SSB inh | Anthrax LF prot | TcdB inh | Y pestis TopoI | CCHF vOTU inh | PfHsp40 yeast
O=C1C2C3C=CC(O3)C2C(=O)N1Nc1ccccc1 (stereo unspecified) | i | x | x | -0.3 | -7.0 | -5.9 | 1.2 | 1.6 | 15.0 | -0.6
Cn1cc(CCC(=O)NC2CC(C)(C)Cc3c2cnn3-c2ccc(F)cc2)cn1 (stereo unspecified) | -3.6 | 12.6 | -0.6 | -1.1 | -1.1 | 0.7 | 0.7 | 0.0 | 13.6 | -0.3
CCOC(=O)C1=C(COC(=O)/C=C/c2cccc(OC)c2OC)NC(=O)NC1C (stereo unspecified) | -2.9 | 16.7 | -4.4 | -2.7 | -5.4 | -0.4 | -0.5 | 7.6 | -1.6 | 0.7
Cc1cccc(NC(=O)CSc2nnc(NC(=O)C3CC3)s2)c1C | -0.4 | 10.1 | -0.4 | -0.1 | -8.2 | -0.6 | 1.0 | 0.0 | -13.7 | -0.8
N#Cc1cc(S(=O)(=O)c2ccccc2)c(N)[nH]c1=O | -0.4 | -27.1 | -5.2 | -0.4 | 1.9 | 4.6 | x | 0.2 | 19.0 | 1.8
CCCCNC(=O)CC(NS(=O)(=O)c1ccc(C)cc1)c1ccco1 (stereo unspecified) | i | 15.1 | -4.7 | -0.9 | -21.4 | -0.6 | x | -8.5 | 8.6 | 0.2
Cc1cc(Cl)c2oc(C(=O)NC(C)c3ccncn3)c(C)c2c1 (stereo unspecified) | -0.1 | 73.3 | -0.9 | -0.2 | -7.7 | -1.3 | 1.0 | 7.0 | 3.6 | 1.1
N#Cc1ccc(CC(C(=O)O)N2Cc3ccccc3C2=O)cc1 (stereo unspecified) | -0.8 | 1.9 | -5.4 | -0.4 | -7.2 | -12.1 | 1.3 | 0.3 | -8.1 | -0.3
Cn1ccc2c(N3CCCCC3)cc3c(c21)C1CCC3C1 (stereo unspecified) | x | x | x | 0.0 | x | -5.0 | -24.9 | x | 2.8 | x
CC1CN(C(=O)COC(=O)c2cc(=O)[nH]c3ccccc23)CC(C)O1 (stereo unspecified) | -0.3 | x | x | -0.1 | x | 4.4 | -0.8 | -1.4 | 1.4 | x
CCc1nc2c(OCc3ccc(OC)cc3)cccn2c1N(C)C(=O)C(C)C | -0.4 | x | x | 0.1 | x | 2.9 | 3.3 | 15.3 | -4.2 | x
CC1(C)NC(=O)N(CCCCOc2ccc(Cl)cc2)C1=O | -0.2 | -15.5 | 2.6 | -2.9 | -5.9 | -0.3 | x | -1.3 | -0.4 | 0.1
O=C(NCCNS(=O)(=O)c1ccccc1Cl)c1cc(OCC(F)(F)F)ccc1OCC(F)(F)F | i | 27.1 | -0.1 | 1.0 | -10.1 | -0.6 | x | 9.0 | 6.2 | -0.3
Cc1ccc(S(=O)(=O)n2ccc3c(OCCOCCNCc4ccc(F)cc4)cccc32)cc1 | i | 3.0 | -0.2 | -3.3 | 18.6 | -2.6 | 0.1 | 3.9 | 8.6 | 0.0
N#Cc1ccc(-c2csc(NNC(=O)c3ccccc3)n2)cc1 | 3.6 | 36.7 | 1.9 | -0.2 | -3.8 | 4.0 | x | -7.6 | 7.3 | -0.3
O=C(O)CCC(CNS(=O)(=O)c1ccccc1)C(F)(F)F (stereo unspecified) | -1.4 | 16.9 | 3.7 | -0.4 | -1.8 | -4.7 | 1.2 | -3.6 | 9.9 | -1.4
CCCCSc1nc(NCc2ccco2)c2c3c(sc2n1)COC(C)(C)C3 | 3.6 | 26.3 | 5.3 | 0.1 | -16.5 | -2.5 | x | 37.6 | 3.6 | 0.1
CC(=O)c1ccc(OCC(O)CN2CCN(CCN3C(=O)c4cccc5cccc(c45)C3=O)CC2)cc1 (stereo unspecified) | -0.2 | -4.8 | 3.2 | -0.5 | 12.4 | 0.7 | x | 11.4 | -1.8 | -0.4
O=Cc1ccc2c(c1)CCN2Cc1ccccc1 | -1.5 | -10.0 | -0.2 | 0.7 | -18.6 | -9.5 | 0.2 | 17.4 | -1.5 | 5.1
CCN1CCN(c2cc(SC(C)C)nc(-c3ccc(OC)cc3)n2)CC1 | 5.9 | 37.5 | -5.0 | 0.2 | 12.6 | -1.7 | x | 10.0 | 24.8 | -0.4
CCN(C)C1CN(Cc2cn(Cc3ccccc3)nn2)S(=O)(=O)C1 (stereo unspecified) | x | x | x | -0.6 | x | -2.4 | 0.0 | x | -5.5 | x
CSCCC(NC(=O)c1cccc([N+](=O)[O-])c1)C(=O)O (stereo unspecified) | i | -7.2 | -1.6 | 0.4 | -1.5 | 0.3 | x | 1.9 | -7.4 | 0.4
NC(=O)CSc1nnc(COc2ccccc2)n1Cc1ccco1 | -0.4 | 33.4 | 3.9 | -1.1 | -3.5 | -5.3 | 1.0 | -2.3 | -8.8 | -1.0
CN(Cc1ccccc1)C(=O)c1ccc(Nc2nc(C(N)Cc3ccccc3)cs2)nc1 (stereo unspecified) | -0.4 | x | x | -0.9 | x | -6.3 | 0.9 | 5.4 | -4.7 | x
COc1ccc2nc(NC(=O)CS(=O)(=O)Cc3ccccc3)sc2c1 | -0.5 | 13.2 | 6.4 | -1.9 | -0.3 | 5.8 | 1.6 | 8.0 | 10.3 | 0.7

An excerpt from above in order of molar mass, highest first.
SMILES | BH1578 lux ind | DUSP3 inh | SARS 3CLpro inh | BoNT A protease | PriA SSB inh | Anthrax LF prot | TcdB inh | Y pestis TopoI | CCHF vOTU inh | PfHsp40 yeast
CCCCSc1nc(NCc2ccco2)c2c3c(sc2n1)COC(C)(C)C3 | 3.6 | 26.3 | 5.3 | 0.1 | -16.5 | -2.5 | x | 37.6 | 3.6 | 0.1
CSCCC(NC(=O)c1cccc([N+](=O)[O-])c1)C(=O)O (stereo unspecified) | i | -7.2 | -1.6 | 0.4 | -1.5 | 0.3 | x | 1.9 | -7.4 | 0.4
O=C1C2C3C=CC(O3)C2C(=O)N1Nc1ccccc1 (stereo unspecified) | i | x | x | -0.3 | -7.0 | -5.9 | 1.2 | 1.6 | 15.0 | -0.6

The list continues:
SMILES | BH1578 lux ind | DUSP3 inh | SARS 3CLpro inh | BoNT A protease | PriA SSB inh | Anthrax LF prot | TcdB inh | Y pestis TopoI | CCHF vOTU inh | PfHsp40 yeast
Clc1ccc(C2CSc3c4ncnc-4ncn32)cc1 (stereo unspecified) | i | -34.4 | 2.4 | 0.3 | 2.6 | 9.4 | -2.8 | -5.9 | 14.0 | -1.1
Cc1cccc(-n2ncc3c(N4CCC5(CC4)OCCO5)ncnc32)c1 | -0.3 | 25.8 | x | -0.8 | -14.0&-5.2 | -3.6 | -1.2 | 5.4 | 4.5 | 0.0
CC(=O)Nc1ccc(SCC(=O)N(C)C2CCS(=O)(=O)C2)cc1 (stereo unspecified) | -0.4 | 5.3 | 4.1 | 0.2 | -8.1 | -3.6 | -0.7 | 9.0 | 10.8 | -0.1
Cc1ccc(S(=O)(=O)NC(=O)C2(C)CCN2C(=O)CC2CCCC2)cc1 (stereo unspecified) | 0.4 | x | x | -0.5 | x | -8.7 | -0.6 | 1.8 | -8.9 | x
O=C(Nc1ccc(N2CCOCC2)c(S(=O)(=O)Nc2ccccc2Cl)c1)c1ccc(F)cc1 | i | x | x | 0.1 | -9.7 | -2.9 | 0.7 | 7.3 | 4.5 | 1.1
Cc1c(NC(=O)Cc2ccccc2)cccc1C(=O)NN1C(=O)c2ccccc2C1=O | -0.4 | 13.3 | -1.5 | -1.6 | -14.6 | -4.1 | 1.3 | 0.4 | 1.2 | 0.1
O=C(Cn1cccc1C(=O)c1ccccc1)NCc1cccnc1 | -0.2 | 16.5 | 1.6 | -0.3 | -25.4 | -2.2 | x | 0.3 | 6.0 | -1.4
Cc1cc(NS(=O)(=O)c2ccc(Cl)cc2)nn1CC(=O)NCc1ccco1 | 0.7 | -5.8 | 1.7 | -1.5 | 9.7 | -0.6 | x | 0.6 | 7.6 | 0.1
CN(CC(=O)OCC(=O)NCc1ccccc1)S(=O)(=O)c1ccc(F)cc1 | -0.1 | x | x | -3.0 | 1.5 | -2.5 | 0.3 | -9.4 | 1.1 | 0.8
COc1ccc(NC(=O)C2C3CCC(O3)C2C(=O)O)c(OC)c1 (stereo unspecified) | i | 7.9 | 0.6 | 5.2 | 22.6 | 2.0 | -3.5 | -16.7 | -6.7 | -0.2
CN(C)C1(CNC(=O)Nc2ccccc2)CCCCC1 | -0.5 | 26.3 | 4.2 | -3.6 | -6.0 | -13.5 | 0.8 | -3.1 | 6.1 | -0.7
CCOCCc1nnc(NC(=O)c2cc(OC)c(OC)c(OC)c2)s1 | 0.7 | 26.7 | 1.2 | 0.7 | 11.9 | 3.9 | x | -11.3 | 11.0 | 0.0
O=C(Cc1ccccc1)Nc1cccc(C(=O)O)c1O | i | 38.5 | 3.5 | 0.5 | -9.9 | 0.4 | -0.1 | 0.5 | -0.4 | -1.6
CCc1c(C)nn(C(=O)/C(C#N)=C\N(C)C)c1C | i | 13.6 | -3.2 | -1.4 | -11.4 | -4.1 | 0.9 | 5.6 | 1.1 | -0.7
Cc1nc(C)c(C(=O)N2CCCC(C(=O)c3ccc4ccccc4c3)C2)s1 (stereo unspecified) | i | 27.2 | -1.6 | 0.1 | 12.8 | -1.2 | -0.3 | 29.0 | 3.3 | 0.4
O=C(C1CCN(c2ncnc3c2nc2n3CCCCC2)CC1)N1CCCCC1 | -0.2 | 52.5* | -4.1 | 1.2 | 11.5 | 1.6 | -8.6 | 13.0 | 3.0 | -0.8
CN1C2=C(C(=O)CC(C)(C)C2)C(c2cccs2)C2=C1CC(C)(C)CC2=O | -0.7 | x | x | 0.5 | -13.1 | -9.0 | 2.0 | -4.3 | -41.5 | -1.1
CC(=O)NCC(=O)N(C)C(C(=O)Nc1ccc2c(c1)OCCO2)c1ccccc1 (stereo unspecified) | -0.3 | 8.7 | 1.0 | 0.2 | -5.5 | -5.3 | x | -1.6 | 14.4 | -0.8
O=C(CNS(=O)(=O)c1ccc([N+](=O)[O-])cc1)N/N=C\c1ccc(O)cc1 | -1.2 | 18.2 | -2.3 | -0.4 | x | 0.9 | 13.6* | 3.3 | -10.5 | -0.7
CN1CCCN(C(=O)/C=C/c2ccc(F)cc2)CC1 | -0.3 | 12.6 | 4.1 | 1.1 | -3.4 | 2.0 | x | -5.4 | -14.3 | 0.7
O=C(c1ccc([N+](=O)[O-])cc1)N1CCN(c2ncc(Br)cn2)CC1 | i | -9.3 | 4.7 | -3.2 | -12.5 | -6.1 | 1.7 | 1.5 | 13.3 | -1.5
COc1cc(C2Nc3cc(Cl)c(S(N)(=O)=O)cc3S(=O)(=O)N2)cc(OC)c1OC (stereo unspecified) | i | 21.7 | 1.9 | -0.6 | 1.7 | -2.9 | x | -2.5 | 5.1 | 0.8
CCOc1cccc(C(=O)NNC(=O)C2C3C=CC(C3)C2C(=O)O)c1 (stereo unspecified) | -2.2 | -1.6 | -0.6 | 1.4 | -4.2 | -0.9 | 1.2 | 9.5 | -8.4 | -1.2
Cc1cc(C)cc(N2C(N)=NC(N)=NC2c2cccc(Cl)c2)c1 (stereo unspecified) | 0.5 | 28.2 | -3.7 | -2.8 | 1.8 | 13.4 | 1.8 | -2.3 | 9.5 | 1.4
Cc1cc(C)c2sc(NNC(=O)c3ccc(S(=O)(=O)N4CCc5ccccc5C4)cc3)nc2c1 | -0.1 | -11.0 | 8.2 | -0.3 | -1.6 | -5.3 | 0.4 | 27.7 | 25.5 | 364.4*
C=C(C)CN1C(=O)C(O)(CC(=O)c2ccc3c(c2)OCCO3)c2ccccc21 (stereo unspecified) | -0.3 | -7.5 | 2.6 | -0.2 | -4.5 | 0.3 | x | -7.4 | 2.4 | 0.3

Entries of single compounds, quoted from the list. Order of screens: BH1578 lux ind	DUSP3 inh	SARS 3CLpro inh	BoNT A protease	PriA SSB inh	Anthrax LF prot	TcdB inh	Y pestis TopoI	CCHF vOTU inh	PfHsp40 yeast
`CC(=O)Nc1ccc(SCC(=O)N(C)C2CCS(=O)(=O)C2)cc1` (stereo unspecified) is entered as -0.4	5.3	4.1	0.2	-8.1	-3.6	-0.7	9.0	10.8	-0.1
`CN(CC(=O)OCC(=O)NCc1ccccc1)S(=O)(=O)c1ccc(F)cc1` is entered as -0.1	x	x	-3.0	1.5	-2.5	0.3	-9.4	1.1	0.8
